Screens (PubChem BioAssay)
SKN-1 block – suppressors of acrylamide-induced Pgst-4::GFP reporter in worms, primary screen, SKN-1 inhibitor project, whole organism, uHTS, GFP/RFP fluorescence ratio, strain VP596; C. elegans VP596 Pgst-4::GFP/RFP ratio, 24 h; inhibition, % at 21.8 µM; 360,000 compounds, 0.49% hits;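 active = interference check ratio from 0.5 to 1.5 plus GFP to RFP signal ratio inhibition reaching or exceeding a fixed threshold, cut at about 30% in these data, passing the limit was not always enough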; note: some compounds called inactive have numbers as strong as hits
MsrA inhibitor – bovine MsrA enzyme inhibitors, primary screen, biochemical, absorbance, HTS; AID 651718, 2012; inhibition, % at 15.5 µM; purified bovine MsrA, absorbance read-out; Methionine sulfoxide reductase A (Bos taurus); 360,000 compounds, 0.75% hits; in the data active = inhibition above about 4.5%;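 note: 0% = vehicle wells with enzyme and 100% = reference inhibitor wells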
E coli Lon inh – inhibitors of E. coli Lon protease, primary screen, biochemical, fluorescence polarization; P0A9M0; purified E. coli Lon protease; inhibition, % at 7.94 µM; 360,000 compounds, 0.42% hits; in the data active = inhibition above about 13%, passing the limit was not always enough;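 note: 0% = enzyme with probe and DMSO and 100% = no enzyme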
Rin1-Abl PPI inh – inhibitors of Rin1-Abl protein binding, primary screen, biochemical, TR-FRET; Tyrosine-protein kinase ABL1 (Homo sapiens) + Ras and Rab interactor 1 (Homo sapiens), …; inhibition, % at 7.35 µM; 360,000 compounds, 0.4% hits; AID 588664, 2011; in the data active = inhibition above about 5%, passing the limit was not always enough
FAS-TE inh – FAS thioesterase domain inhibitors, primary screen, biochemical, fluorescence intensity, uHTS; Fatty acid synthase (Homo sapiens), P49327; recombinant FAS-TE, OMFH fluorogenic substrate, fluorescence endpoint; inhibition, % at 15 µM; 360,000 compounds, 0.67% hits;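 active = compounds whose normalised, plate-corrected inhibition of enzyme fluorescence in the single-dose primary screen is 50% or more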;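 note: 0% = DMSO with enzyme and 100% = substrate without enzyme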
CendR NRP1 mod – modulators of CendR peptide binding to NRP-1, primary screen, biochemical, fluorescence polarization, uHTS; FAM-RPARPAR peptide binding to NRP-1; inhibition, % at 25 µM; 360,000 compounds, 0.85% hits; AID 602438, 2012;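 active = inhibition or corrected inhibition above about 18%, plus a signal ratio from 0.5 to 1.5, limit read from the data, passing the limit was not always enough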; note: strong numbers were not always called active
MsrA act – bovine MsrA enzyme activators, primary screen, biochemical, absorbance, HTS; activation, % at 10.6 µM; Methionine sulfoxide reductase A (Bos taurus); 360,000 compounds, 0.3% hits; purified bovine MsrA, absorbance read-out; in the data active = activation above about 7.5%;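 note: 0% = vehicle and 100% = reference activator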
Neddyl block – inhibitors of cullin neddylation, primary screen, biochemical, TR-FRET, uHTS, NAE and Ubc12 | NEDD8-conjugating enzyme Ubc12 (Homo sapiens) + NEDD8-activating enzyme E1 regulatory … | 360,000 compounds, 0.58% hits | AID 651699, 2012 | calls only at 25 µM; in the data active = inhibition above about 36%
Target sequence (P61081 whole entry, looked up): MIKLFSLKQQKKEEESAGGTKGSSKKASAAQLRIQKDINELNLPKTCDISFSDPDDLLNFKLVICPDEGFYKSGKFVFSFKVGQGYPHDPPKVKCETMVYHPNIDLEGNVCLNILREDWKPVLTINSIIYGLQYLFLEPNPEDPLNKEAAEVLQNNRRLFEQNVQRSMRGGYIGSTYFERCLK
Target sequence (Q13564 whole entry, looked up): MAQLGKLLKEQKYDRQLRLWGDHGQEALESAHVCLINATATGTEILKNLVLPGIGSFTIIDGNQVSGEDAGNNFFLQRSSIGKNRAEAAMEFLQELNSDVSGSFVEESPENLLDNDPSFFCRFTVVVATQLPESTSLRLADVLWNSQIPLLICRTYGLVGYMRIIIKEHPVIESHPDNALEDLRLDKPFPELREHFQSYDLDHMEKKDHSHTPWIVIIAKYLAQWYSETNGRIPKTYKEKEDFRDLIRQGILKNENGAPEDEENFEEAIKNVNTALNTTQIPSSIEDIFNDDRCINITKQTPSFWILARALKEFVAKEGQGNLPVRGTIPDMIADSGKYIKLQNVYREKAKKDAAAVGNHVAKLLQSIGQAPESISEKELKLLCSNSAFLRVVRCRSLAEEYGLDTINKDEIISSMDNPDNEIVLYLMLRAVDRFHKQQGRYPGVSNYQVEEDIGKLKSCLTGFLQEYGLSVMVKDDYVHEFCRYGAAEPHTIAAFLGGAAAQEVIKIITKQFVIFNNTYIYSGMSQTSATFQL
MT1-MMP act inh – blockers of MT1-MMP proenzyme processing, primary screen, HT1080 RFP-PRO-GFP cells, GFP/RFP fluorescence; GFP/RFP ratio change, % at 20 µM; Matrix metalloproteinase-14 (Homo sapiens), P50281; 360,000 compounds, 0.061% hits; GFP/RFP ratio fluorescence, overnight; percent of plate control window, DMSO zero;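 active = GFP/RFP ratio change of at least 30% with cell ATP level not reduced by more than half and red fluorescence within 50% of control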; note: strong numbers were not always called active
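Test system: HT1080 RFP-PRO-GFP cells; Benchmarks: DMSO and RFP-L50D-GFP cell wells; Timing: cells overnight before dosing, compound overnight, 37 °C, 5% CO2; Compound: one 20 µM compound dose with 1% DMSO; Read-out: GFP/RFP fluorescence ratio.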
Numbers without * were called inactive; i = inactive; . = not tested or not shown.

No.	Compound	Neddyl block	E coli Lon inh	MsrA act	MsrA inhibitor	MT1-MMP act inh	CendR NRP1 mod	FAS-TE inh	SKN-1 block	Rin1-Abl PPI inh
1	CSC(=NCc1ccco1)NC#N	i	6	-9	0.6	3	-10	-5	-7	-5
2	CC(=O)Nc1ccc(S(=O)(=O)N2CCn3cccc3C2C)cc1 (configuration not stated)	i	-24	-4	-0.3	-5	-9	-4	-2	3
3	CC(C)(C)CC(C)(C)NCC(=O)Nc1c2c(nc3ccccc13)CCC2	i	4	-5	0.1	-1	-8	1	1	4
4	O=S1(=O)N[C@H](Cc2ccccc2)COc2cc(N3CCN(Cc4ccccc4F)CC3)ccc21	i	0	-1	-0.7	8	1	0	25	.
5	NS(=O)(=O)c1ccc(CCNC(=O)Cc2c[nH]c3ccccc23)cc1	i	12	-3	-1.4	-1	6	-9	10	-3
6	CCn1c(-c2cc(Br)ccc2O)n[nH]c1=S	i	10	3	1.2	11	-5	-1	10	4
7	S=c1[nH]nc(-c2ccco2)n1/N=C/c1ccc(Cl)c(Cl)c1	i	8	-8	3.3	.	3	22	-2	-1
8	CCOC(=O)Cc1csc(NC(=O)c2ccc(S(=O)(=O)N3CCCC3)cc2)n1	i	-10	-3	1.2	11	-5	-3	-1	-1
9	CC(=O)N[C@@H](C)C(=O)OC(C)C(=O)Nc1cccc([N+](=O)[O-])c1 (some centres not stated)	i	0	-12	0.5	1	8	-2	-11	-1
10	CC(C)Cc1nnc(NC(=O)c2ccc(S(=O)(=O)N3CCCC3)cc2)s1	i	4	-2	-0.1	-5	5	-7	2	-1
11	Cc1cc(Br)ccc1OCC(=O)NNC(=O)C(=O)Nc1ccccc1	i	7	-5	-0.2	2	1	-1	-7	-2
12	Cc1ccc(SC[C@H](c2ccccc2)N2CCN(C)CCC2=O)cc1	i	0	3	1.1	-1	2	-5	11	2
13	CCCCOc1ccc(OCCSc2nc3ccccc3n2CC(=O)O)cc1	i	0	-3	-1.0	0	-2	38	9	-3
14	CCOc1cc(CNc2ccc(N3CCOCC3)cc2)cc(Br)c1OCC	i	-9	0	-0.4	6	8	26	9	-2
15	COc1ccc(NC(C)=O)cc1S(=O)(=O)N1CCn2cccc2C1C (configuration not stated)	i	0	-11	0.2	-5	-13	-5	-13	0
16	O=C(O)CCCCCNS(=O)(=O)c1cccc2c1C(=O)c1ccccc1C2=O	i	3	3	1.0	8	4	-12	-3	-2
17	CCn1c(C)c(C)c2cc(C(=O)N3CCN(c4cccc(C)c4C)CC3)ccc21	i	-12	-2	0.8	-4	0	21	6	1
18	Cc1ccc2nsnc2c1S(=O)(=O)N(Cc1cc2cccc(C)c2[nH]c1=O)CC1CCCO1 (configuration not stated)	i	0	-3	0.5	-10	10	-4	-18	0
19	O=C(Nc1cc(N2CCCCC2)ncn1)c1ccccc1	i	-11	-5	-0.2	-3	12	2	4	1
20	COc1ccc(Br)cc1S(=O)(=O)N1CCCc2ccccc21	i	4	-3	0.7	1	6	22	7	-3
21	COc1ccc(N2CC(C(=O)NCCc3ccc(OC)c(OC)c3)CC2=O)cc1 (configuration not stated)	i	6	-2	-0.2	1	-6	-4	7	-4
22	O=CNc1cc(-c2ccoc2)cn2c(-c3ccc(F)cc3)cnc12	i	-34	-2	1.2	-11	-111	5	3	-3
23	Cn1c(N)c(C(=O)Nc2ccc3ccccc3c2)sc1=S	i	-25	-7	-0.4	-6	-34	2	5	-1
24	N#Cc1nc(Nc2cc(F)cc(F)c2)c2ncn(CC(F)F)c2n1	i	-4	0	0.0	5	-9	14	15	2
25	CCc1ccccc1NC(=O)CN(C)C(=O)CSc1nc2cc(Cl)ccc2s1	i	-9	1	0.9	-2	2	9	5	1
26	O=C(NCc1ccncc1)c1cc(C(=O)C2CCCCC2)c[nH]1	i	0	-3	-0.6	-1	-7	-7	9	-5
27	CCOCCCNC(=O)CN1N=C(c2ccc(C)cc2)CCC1=O	i	3	-7	0.3	0	6	-5	3	-1
28	COc1ccc(OC)c(NC(=O)CSc2nnc(N)s2)c1	i	3	-3	-0.1	-5	12	-9	-1	2
29	O=C(NCCCN1CCOCC1)c1c(F)cccc1F	i	2	0	0.7	5	-3	-5	5	1
30	COC(=O)c1sccc1NC(=O)Nc1cc(C)ccc1C	i	-9	-5	-0.1	-3	2	-5	-11	-2
31	CCO[C@H]1OC(C(=O)Nc2ccccc2)=C[C@@H](c2ccc(Br)cc2)[C@@H]1CCCO	i	9	-1	0.2	-5	-9	20	14	2
32	CN(C)S(=O)(=O)N1CCN(C(=O)c2ccccc2)CC1	i	3	-2	0.6	2	-3	-10	7	-4
33	COc1ccc(OC(C)C(=O)NC2CCCCCCC2)cc1 (configuration not stated)	i	-15	-6	-0.7	3	-2	2	-10	4
34	CC(/C=N/NC(=O)c1cc(-c2ccncc2)nc2ccccc12)=C\c1ccco1	i	1	-8	.	-2	-3	3	-8	3
35	Cc1cc(NS(=O)(=O)c2c(C(=O)N3CCOCC3)c(C)n(C)c2C)ccc1Br	i	-3	-1	0.0	6	8	2	21	0
36	CCOC(=O)C1CCCN(C(=O)Cc2ccc(OC)c(OC)c2)CC1 (configuration not stated)	i	7	-8	0.1	12	9	-10	-2	1
37	CO/N=C/C(C#N)=C/c1ccc(OC)cc1	i	-6	-7	6.7*	4	2	-1	29	0
38	O=C(CCc1nc2sc3c(c2c(=O)[nH]1)CCCC3)NCCc1ccc(F)cc1	i	-18	-4	-0.8	-3	-13	2	-3	-1
39	CCCCn1c(N)c(N(CC(C)C)C(=O)c2cc3c(s2)CCC3)c(=O)[nH]c1=O	i	-5	0	.	-1	4	-7	5	0
40	Cc1ccc(S(=O)(=O)N2CCCC2CNC(=O)c2ccccc2)cc1 (configuration not stated)	i	-1	-3	-0.7	5	-5	1	1	1
41	CC(=O)N1CCN(c2ccc(NC(=S)NC(=O)c3ccccc3)cc2)CC1	i	-3	-3	-1.6	4	-2	-13	10	-1
42	O=C1CCN(C(=O)c2ccc(Cl)cc2)N1	i	-1	-7	-0.5	2	16	4	12	5
43	Cc1ccc(CNC(=O)C(=O)NCC2OCCN2S(=O)(=O)c2ccc(Br)cc2)cc1 (configuration not stated)	i	2	-8	2.0	1	-2	16	-11	0
44	OC(c1cccc(CN2CCCCC2)c1)c1ncc(-c2ccccc2Cl)[nH]1 (configuration not stated)	i	13	-6	-0.3	-3	-6	-7	26	6
45	CC(C)CN(C(=O)c1cccc([N+](=O)[O-])c1)c1c(N)n(CC(C)C)c(=O)[nH]c1=O	i	4	-2	-0.5	-2	-4	0	5	-2
46	Nc1ccc2c3c(cccc13)-c1ccccc1-2	i	189*	-1	-0.1	-113	141	-57	-4	2
47	CCc1cc(Br)ccc1NC(=O)C1CCCO1 (configuration not stated)	i	4	-3	0.9	2	-10	-5	4	0
48	CCN1CCN(c2nnc(-c3ccc(F)cc3)c3ccccc23)CC1	i	-4	-6	0.2	-4	-4	-7	7	0
49	O=C(CN(C(=O)CSc1nnc(COc2ccccc2)o1)c1ccc(F)cc1)NC1CCCCC1	i	5	-2	-0.3	-9	-14	14	1	2
50	c1ccc(COc2cccc(-c3cc4nc(NCCN5CCOCC5)ccn4n3)c2)cc1	.	-12	0	0.0	4	-12	15	13	-3
51	CC1CCC(N2CCN(c3ccc([N+](=O)[O-])cc3)CC2)CC1 (configuration not stated)	i	-1	1	1.7	4	15	9	-4	-3
52	Cc1cc(Cl)c2oc(C(=O)N(C)C3CCOC3)c(C)c2c1 (configuration not stated)	i	3	-8	-0.7	-1	0	-4	-16	-3
53	Clc1ccc(OCc2nn[nH]n2)cc1	i	3	0	-0.1	1	-8	-9	-5	1
54	CCC(C)NCCOc1cc(C)cc(C)c1C (configuration not stated)	i	2	-3	-1.3	2	1	-4	2	0
55	CC1(C(=O)Nc2ccc3c(c2)OCO3)CC1(Cl)Cl (configuration not stated)	i	3	-6	-1.0	0	0	-2	17	-2
56	O=C(COC(=O)c1cnc(Cl)c(Cl)c1)Nc1ccc(S(=O)(=O)N2CCCC2)cc1	i	0	-4	-1.0	-5	9	7	0	4
57	O=C(NCc1ccc(Cl)cc1)C1CC(O)CN1S(=O)(=O)c1ccc(Cl)cc1 (configuration not stated)	i	1	-3	0.2	3	0	6	21	0
58	C=CCOCC(O)Cn1c(N2CCCC2)nc2c1c(=O)[nH]c(=O)n2C (configuration not stated)	i	-5	-9	-0.6	2	-2	-6	-9	0
59	NC(N)=NC(N)=Nc1ccc(SC(F)(F)F)cc1	i	1	-3	0.1	-3	-14	-11	6	2
